S3 lipid droplet = qHTS Assay for Lipid Storage Modulators in Drosophila S3 Cells; Drosophila S3 cells, BODIPY lipid droplet fluorescence, 18-24 h; cells fed with added oleic acid; lipid storage change, negative = inhibition, % at the top dose, mostly 46.1 µM; hits show Potency in µM; hit rate 0.64% among 320,000; AID 2685; active = well fitted inhibition curve with a large enough effect in the signal ratio, with a control signal flat, not every such curve was filed as active; inconclusive = small, poorly fitted or top-dose-only effect, or effect the other way, or a change in a side signal; the % refers to the signal ratio
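Drosophila S3 cells got compounds at several concentrations plus oleic acid (400 uM solution). Laser-scanning cytometry with 488 nm excitation read lipid droplets at 500-530 nm and cells at 575-640 nm. Percent activity was relative to 20 uM Triacsin C.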
S3 lipid droplet cell count max = further read-out of S3 lipid droplet, marked with its call; cell number change, %; measured here: cell count max response;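 cells counted by Cell Tracker Red CMTPX staining in the red channel; peak over a dose series mostly up to 46.1 µM; percent activity relative to internal control wells on each plate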
Numbers without * were called inactive; i = inactive; ? = inconclusive; . = not tested or not shown; [ ] = dose if it differs, or a comment. % is set by controls: 0 for no effect and ±100 for the full control effect; potency is the fitted concentration of half-maximal effect. Not all compounds are listed. The share of hits here may be higher or lower than overall.

SMILES	S3 lipid droplet	S3 lipid droplet cell count max
O=C(NCCc1c[nH]c2ccccc12)c1cc(S(=O)(=O)N2CCCCC2)ccc1N1CCOCC1	-4%	-23
NC(=O)c1ccccc1OCC(=O)N1CCC(Cc2ccccc2)CC1	12%	-13
Cn1c(SCC(=O)NCc2ccco2)nc2ccccc2c1=O	9%	-2
Cc1[nH]c2ccccc2c1C(=O)CN1CCC2(CC1)OCCO2	11%	-10
CCN(CC(=O)Nc1ccc(NC(C)=O)cc1)C(=O)c1cc(S(=O)(=O)N2CCCCCC2)ccc1OC	?	.
O=C(CNC(=O)c1ccc(Br)o1)NCC1CCCCC1	?	.
COc1ccc(C(=O)Nn2cnnc2)c(OC)c1	?	.
Cn1nccc1C(=O)Nn1cnnc1	?	.
CCn1c(SCC(=O)Nc2ccc(OCc3ccccc3)cc2)nnc1-c1ccco1	17%	-3
Nc1nc(-c2ccccc2)c(-c2ccccc2)n1N	i	.
C/C(=C\c1ccccc1)CN(C)CCN(C)C	?	.
O=C(O)c1cnn2c1NC(c1ccc(F)cc1)CC2C(F)(F)F (stereo not given)	?	.
O=S(=O)(Nc1cccc(-c2cn3cccnc3n2)c1)c1ccc(-c2ccccc2)cc1	-17%	15
COc1cccc(CN2CC(C(=O)NC3(c4ccccc4)CC3)CCC2=O)c1 (stereo not given)	?	.
COc1cccc(CNC(=O)CCC2CCCN(Cc3cc(Cl)ccc3O)C2)c1 (stereo not given)	-9%	2
Cc1noc(C)c1COc1ccccc1C(=O)Nc1cccc(S(=O)(=O)N(C)C)c1	?	.
CC1(C)Cc2c(cnn2-c2ccc(F)cc2)C(NC(=O)CCC(F)(F)F)C1 (stereo not given)	?	.
C1=C(N2CCOCC2)/C(=C/c2nc3ccccc3[nH]2)CC1	11%	-6
C[C@H]1CN=C(N(C)C)N1CCCC1CCCC1	?	.
CN(C(=O)CCNC(=O)Cn1ccc2ccccc2c1=O)c1ccc(Br)cc1	?	.
CCOC(=O)c1sc(NC(=O)c2ccc(C)o2)nc1C	?	.
Cc1cc(/C=C2/C(=O)NN(c3ccccc3)C2=O)c(C)n1-c1cccc(O)c1	-7%	-15
Cc1c(NC(=O)CCSCCc2ccccn2)cccc1[N+](=O)[O-]	8%	-7
N#Cc1ccccc1COC(=O)CCCC1=NS(=O)(=O)c2ccccc2N1	?	.
CCNC(=O)CCc1nc(-c2ccc(C(C)(C)C)cc2)no1	?	.

Four records drawn at random from the list so far, as already listed:
SMILES	S3 lipid droplet	S3 lipid droplet cell count max
COc1cccc(CNC(=O)CCC2CCCN(Cc3cc(Cl)ccc3O)C2)c1 (stereo not given)	-9%	2
N#Cc1ccccc1COC(=O)CCCC1=NS(=O)(=O)c2ccccc2N1	?	.
C/C(=C\c1ccccc1)CN(C)CCN(C)C	?	.
O=S(=O)(Nc1cccc(-c2cn3cccnc3n2)c1)c1ccc(-c2ccccc2)cc1	-17%	15

Record cards, from the list above. Order of screens: S3 lipid droplet | S3 lipid droplet cell count max
`CCNC(=O)CCc1nc(-c2ccc(C(C)(C)C)cc2)no1` is entered as ? | .
`O=C(CNC(=O)c1ccc(Br)o1)NCC1CCCCC1` is entered as ? | .
`O=S(=O)(Nc1cccc(-c2cn3cccnc3n2)c1)c1ccc(-c2ccccc2)cc1` is entered as -17% | 15
`O=C(NCCc1c[nH]c2ccccc12)c1cc(S(=O)(=O)N2CCCCC2)ccc1N1CCOCC1` is entered as -4% | -23
`CN(C(=O)CCNC(=O)Cn1ccc2ccccc2c1=O)c1ccc(Br)cc1` is entered as ? | .

Remaining list, next part
SMILES	S3 lipid droplet	S3 lipid droplet cell count max
O=C(NNC(=O)C(O)c1ccccc1)NC1CCCCC1 (stereo not given)	?	.
CC(=O)Nc1ccc(N/C=C/C(=O)C(C)(C)C)cc1	16%	0
Cc1nc(NCc2ccc3c(c2)OCO3)c2oc3ccccc3c2n1	3%	-1
Cc1cccc(N2CCN(c3nc(C)cc(C)c3C#N)CC2C)c1 (stereo not given)	?	.
CCN(CC)C(=S)Nc1ccc([N+](=O)[O-])cc1	?	.
Cc1ccc(NC(=O)c2onc(C)c2Cl)cc1	?	.
Cc1ccccc1OS(=O)(=O)c1cn(C)c(=O)n(C)c1=O	7%	9
Cc1ccc(C(=O)N2CCOCC2)cc1S(=O)(=O)N1CCOCC1	0%	-2
COc1ccc(/C=C2\SC(=O)N(CC(=O)Nc3cccnc3)C2=O)cc1OC	i	.
Cc1ccc(OCCN(C)C(=O)c2cc(COc3ccc(F)cc3F)on2)cc1	?	.
CC(=O)NC1C(c2nc3ccccc3s2)=C(c2ccccc2)C(=O)N1c1ccc(C)cc1 (stereo not given)	?	.
Cc1ccc(S(=O)(=O)NCCCCCC(=O)N(C)C)cc1	-26%	-2
CC(C)Cc1nnc(NC(=O)CCC(=O)N2CCN(c3ccc([N+](=O)[O-])cc3)CC2)s1	i	19
Cc1nc2ccccc2n1CCN1CCOCC1	?	.
CCCCn1nnnc1SCC(=O)N1CCCC1	-7%	13
COc1cc2[nH]c(=S)nc(NCc3cccc(Cl)c3)c2cc1OC	?	.
CC1CC(C)CN(c2ccc(NS(=O)(=O)c3ccccc3)cc2C(=O)O)C1 (stereo not given)	?	.
CN(C)C(=O)c1ccc(NC(=O)CN2CCc3cc4c(cc3C2)OCCCO4)cc1	?	.
COc1ccc2c(=O)c3ccccc3oc2c1	-4%	-12
O=C(O)Cn1cc(/C=c2/sc3nc4ccccc4n3c2=O)c2ccccc21	-1%	-11
Cc1cccc(C(=O)N/C(=C/c2ccco2)C(=O)N2CCCCCC2)c1	i	-24
NC(=O)NC(=O)CSc1nc(-c2ccccc2)c(-c2ccccc2)n1CC1CCCO1 (stereo not given)	i	.
CC1(C)CN(c2ccc(-c3ccnc4ncnn34)cc2)C1=O	-3%	-12
CC12COC3(C(=O)Nc4ccc(Cl)cc4)CC1CCC32C (stereo not given)	8%	18
Cc1ccc(CNC(=O)C2=NNC(=O)CC2)cc1	-1%	13

Gathered by group, those above containing bromine (2)
SMILES	S3 lipid droplet	S3 lipid droplet cell count max
O=C(CNC(=O)c1ccc(Br)o1)NCC1CCCCC1	?	.
CN(C(=O)CCNC(=O)Cn1ccc2ccccc2c1=O)c1ccc(Br)cc1	?	.

(further entries)
SMILES	S3 lipid droplet	S3 lipid droplet cell count max
Cn1ccc(C(=O)OCC(=O)c2ccccc2)n1	0%	5
COc1ccc(NC(=O)CSc2nc(N3CCCCC3)nc(N3CCCCC3)n2)cc1	1%	21
O=C(NCCC1=CCCCC1)C1CCN(c2nc3ccccc3o2)CC1	?	.
Cc1occc1C(=O)N/N=C/C=C\c1ccccc1[N+](=O)[O-]	22%[9.22 µM]	15
CCCCNC(=O)N1CCN(C(c2ccccc2)c2ccccc2)CC1	-3%	-6
CCCc1cc(C(N)=O)c(NC(=O)c2ccoc2C)s1	?	.
O=C(NC(=S)Nc1ccc(S(=O)(=O)Nc2ncccn2)cc1)c1ccc(Br)cc1	19%	4
CC(=O)N1CCc2c(sc(NC(=O)C3CCN(S(=O)(=O)c4cccs4)CC3)c2C(N)=O)C1	?	.
COc1cc(NC(=O)NCCN2CCN(c3ccc(Cl)cc3)CC2)ccc1C	?	.
C=CCn1nnnc1-c1cc(Cl)cc(Cl)c1	?	.
Cc1ccc(C(=O)c2oc3ccccc3c2N)cc1	?	.
COc1cc(/C=C/c2cc[n+](C)cc2)ccc1OCC(=O)Nc1ccccc1	?	.
COc1ccc(N2CCN(C(=O)c3ccc(COc4ccc([N+](=O)[O-])cc4)o3)CC2)cc1	?	.
O=C1Oc2ccccc2C(=O)/C1=C/c1ccccc1O	17%	-21
CCC(=O)Nc1ccc(C(=O)COC(=O)c2sc(C)nc2C)cc1	?	.
COc1ccc(S(=O)(=O)N2CCOCC2)cc1Cl	?	.
CC1=NN(c2ccccc2)C(=O)/C1=C\c1ccc(Oc2ccc([N+](=O)[O-])cc2[N+](=O)[O-])cc1	?	.
CCc1nnc(NC(=O)CCC(=O)N2CCN(C3CCCCC3)CC2)s1	?	.
O=C(NC1CCCCC1)C(c1ccc(Cl)cc1)N(C(=O)c1ccccn1)c1cccnc1 (stereo not given)	18%	-7
O=C(NC12CC3CC(CC(C3)C1)C2)c1cccc([N+](=O)[O-])c1	-9%	-13
C=CCOc1c(Cl)cc(CNCCC)cc1Cl	?	.
CCOc1ccc(/C=C2\C(=O)c3ccccc3OC2c2ccccc2)cc1 (stereo not given)	2%	1
CCOc1cc(/C=C2/NC(=O)N(CC(=O)Nc3cccc(C)c3)C2=O)ccc1OC	-8%	0
CN(CC(=O)Nc1ccccc1C(F)(F)F)C(=O)CSCc1ccc(Cl)c(Cl)c1	?	.
CCCC(=O)Nc1cc(C(=O)O)ccc1Sc1ccccc1	-8%	-3
(continued)
SMILES	S3 lipid droplet	S3 lipid droplet cell count max
COC(=O)C1=NN(c2ccc(C)cc2)C2(S1)SC(C(C)=O)=C(C)N2c1ccccc1 (stereo not given)	i	19
Nc1c(C(=O)O)cnn1-c1ccc([N+](=O)[O-])cc1	?	.
O=c1[nH]cnc2c1nnn2Cc1ccccc1	-3%	-10
COc1ccc(-c2c(C)nn3c(N4CCOCC4)cc(C)nc23)cc1OC	3%	12
CC1CC(C)(C)NC(=S)N1CC(=O)N1CCN(Cc2ccc3c(c2)OCO3)CC1 (stereo not given)	?	.
CS(=O)(=O)NCc1ccc(C(=O)NCCOc2ccccc2)cc1	10%	-13
O=C(NCc1ccccc1)c1cc[n+](Cc2ccccc2)cc1	?	.
C=C(C)Cn1c(-c2ccncc2)n[nH]c1=S	1%	-25
CSc1ncccc1C(=O)NNC(=O)c1ccc(NS(=O)(=O)c2cccs2)cc1	22%	.
O=C(Nc1ccc(N2CCCCC2)c(Cl)c1)c1ccc2c(c1)OCCO2	?	.
O=S(=O)(c1ccc(Br)s1)N1CCN(c2ccccc2)CC1	20%	0
C/C(CC1CC2=C(CC1(C)C)C(C)(C)CCC2)=N\NC(N)=S (stereo not given)	i	22
O=C(O)CCC(=O)NCc1cn(-c2ccccc2)nc1-c1cccc(Br)c1	?	.
CC(C)(C)c1ccc(OCc2ccc(C(=O)NN)o2)cc1	-6%	-15
CCCCCn1c(N2CCN(c3cccc(Cl)c3)CC2)nc2c1c(=O)[nH]c(=O)n2C	?	.
Brc1ccc(N=C(c2ccccc2)c2ccncc2)cc1	?	.
COc1ccc2nc(NCCCNC(=O)c3cc(OC)c(OC)c(OC)c3)c(C#N)cc2c1	?	.
CCC(C)NC(=O)Cn1cc(S(=O)(=O)N2CCN(c3ccccc3F)CC2)c2ccccc2c1=O (stereo not given)	?	.
CCOC(=O)CSc1nc2sc3c(c2c(=O)[nH]1)CCCC3	?	.
CCCc1cc(C(=O)Nc2nccs2)cs1	?	.
Cc1ccc(C)c(-c2cc(C(=O)NC3CC3)c3ccccc3n2)c1	i	-5
NS(=O)(=O)c1ccc(N/C=C\C(=O)c2ccncc2)cc1	8%	7
COc1cc(/C=C2/C(=N)N3C=CSC3=NC2=O)ccc1OCCCOc1c(C)cccc1C	-29%	15
COc1cc(/C=N/NC(=O)c2csc3c2CCCC3)ccc1OCCN1CCOCC1	-21%	-18
O=C(C1=C[C@H](c2ccccc2)C[C@H](OCCCCO)O1)N1CCOCC1	-9%	1

Next section (3 carried over from the part before).
SMILES	S3 lipid droplet	S3 lipid droplet cell count max
COc1cc(/C=C2/C(=N)N3C=CSC3=NC2=O)ccc1OCCCOc1c(C)cccc1C	-29%	15
COc1cc(/C=N/NC(=O)c2csc3c2CCCC3)ccc1OCCN1CCOCC1	-21%	-18
O=C(C1=C[C@H](c2ccccc2)C[C@H](OCCCCO)O1)N1CCOCC1	-9%	1
COC(=O)/C=c1\sc2n(c1=O)C(C)=CC(C)(C)N=2	i	-12
COC(=O)c1ccc(Cl)c(NC(=O)Cc2ccccc2[N+](=O)[O-])c1	10%	-8
COc1cc2ncnc(NCc3ccc(F)cc3)c2cc1OC	-3%	-8
CCOc1ccccc1OC(=O)CN1C(=O)c2ccccc2C1=O	i	4
CCN1C(=O)CC(N2CCC(c3nc4ccccc4[nH]3)CC2)C1=O (stereo not given)	5%	-10
O=C(NCCc1ccccc1)C1c2ccccc2C(=O)N1C1CC1 (stereo not given)	-6%	-6
CCc1nc2nc(C)cc(Nc3cccc(C(F)(F)F)c3)n2n1	?	.
COc1cccc(CN2CCN(C(=O)c3cccs3)CC2)c1OC	10%	-13
CCOC(=O)C1=C(C)OC(N)=C(C(=O)OCC)C1c1ccncc1 (stereo not given)	15%	-11
CCOc1ccc(CCNC(=O)C2CCCN(S(=O)(=O)N3CCOCC3)C2)cc1OCC (stereo not given)	-5%	0
O=C(Nc1cccc2c1CCCC2)c1ccccc1F	?	.
O=C(Cc1ccccc1)N1CCc2[nH]nc(-c3ccccc3)c2C1	0%	8
Cc1ccc(S(=O)(=O)Nc2ccc(Nc3ccccc3)cc2)cc1	?	.
Cc1ccc(C(=O)Nc2ccccc2C(=O)NCc2cccnc2)cc1	?	.
CCOC(=O)C1CCN(C(=O)c2cc(CN3C(=O)c4ccccc4C3=O)ccc2OCC)CC1	24%	.
CCc1ccc(-c2nnn(CCC#N)n2)cc1	?	.
O=C(N/C(=C\c1cccs1)C(=O)N1CCOCC1)c1cccs1	21%	-1
COc1ccc(N=c2sc3ccccc3n2C)cc1	?	.
O=C(/C=C/c1ccc(F)cc1)c1ccc(N2CCOCC2)cc1	?	.
COC(=O)C(C#N)C(c1cccnc1)c1c(C)[nH][nH]c1=O (stereo not given)	?	.
CC(C)c1c(O)nc(SCC(=O)Nc2ccc3c(c2)CCC3)[nH]c1=O	11%	2

Screening results as filed in PubChem.
